Bioassay records as filed in PubChem.
AHR activator = AHR activators, primary screen, cell-based, luminescence, luciferase reporter, human; AID 2796, 2010; activation, % at 5 µM; 2.5% of 320,000 active; AHR-responsive luciferase reporter cells; in the data active means activation above about 47%;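 further: 0% = vehicle wells and 100% = reference agonist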
HCV core dimer = inhibitors of HCV core protein dimerization, primary screen, biochemical, TR-FRET, high-throughput; inhibition, % at 5 µM; TR-FRET GST/Flag-core106 dimerization, 1536-well; 0.33% of 300,000 active;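 active means inhibition above the mean of all tested compounds plus 3 SD, set per screening campaign, cut at about 45% in these data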
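Assay system: Tagged HCV core106 pair (GST and Flag) | Buffer or medium: KF-containing HEPES buffer, pH 7.45, DTT, CHAPS, BSA | Also added: Eu donor and XL665 acceptor anti-tag antibodies | Dosing: One concentration, 5 µM, in 0.5% DMSO | Timing: 4 h at 22.5 °C | Technique: TR-FRET 671 and 617 nm emission | Repeats: Singlicate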
PP5 inh = PP5 phosphatase inhibitors, primary screen, biochemical, fluorescence; purified PP5c, OMFP substrate fluorescence; inhibition, % at 6.7 µM; 0.18% of 320,000 active; AID 1987, 2009;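 active means inhibition above the campaign's mean inhibition across all tested compounds plus 3 SD, cut at about 9.5% in these data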;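 further: 0% = DMSO only and 100% = 100 µM cantharidin control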
Target sequence (P53041 whole entry, looked up): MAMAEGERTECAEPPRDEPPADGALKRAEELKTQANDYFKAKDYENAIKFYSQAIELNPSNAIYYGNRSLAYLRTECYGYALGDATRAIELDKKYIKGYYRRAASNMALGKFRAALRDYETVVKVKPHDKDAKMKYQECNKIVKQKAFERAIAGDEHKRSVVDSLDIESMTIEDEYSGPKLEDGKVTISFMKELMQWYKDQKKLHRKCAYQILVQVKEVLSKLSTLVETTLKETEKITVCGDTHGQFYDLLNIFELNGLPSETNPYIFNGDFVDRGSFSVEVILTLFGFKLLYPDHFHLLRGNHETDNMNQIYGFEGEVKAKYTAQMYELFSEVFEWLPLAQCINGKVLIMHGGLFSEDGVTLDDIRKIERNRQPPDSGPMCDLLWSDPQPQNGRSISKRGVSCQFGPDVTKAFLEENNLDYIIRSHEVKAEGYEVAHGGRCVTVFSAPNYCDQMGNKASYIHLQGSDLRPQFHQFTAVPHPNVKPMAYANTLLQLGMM
procasp3 activ = activators of human procaspase-3 D3A mutant, primary screen, biochemical, absorbance, PC-3 D3A mutant, single concentration; Caspase-3 (Homo sapiens), P42574; recombinant procaspase-3 D3A, Ac-DEVD-pNA absorbance 405 nm; activation, % at 8.5 µM; 0.11% of 330,000 active;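 active means activation above the mean of all tested compounds plus 3 SD, cut at about 21% in these data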;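 further: 0% = DMSO alone and 100% = DMSO wells spiked with extra 5 µM PC-3 D3A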
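Assay system – Procaspase-3 D3A mutant · Benchmarks – DMSO low control, extra-enzyme high control · Technique – 405 nm absorbance of p-nitroaniline, reads at 0 and 120 min · Doses – 8.5 µM nominal · Measure – % activation between DMSO and enzyme-spiked controls · Also added – Ac-DEVD-pNA chromogenic peptide substrate · Schedule – 1 h compound preincubation, 2 h substrate hydrolysis at 25 °C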
CTSL1 counter = Fasciola hepatica cathepsin L1 inhibitors, primary screen, counter-screen for PFM18AAP inhibitor project, biochemical, QFRET, fluorogenic peptide substrate | 0.49% of 300,000 active | inhibition, % at 5.96 µM | recombinant F. hepatica cathepsin L1, Z-Leu-Arg-MCA fluorescence | AID 1906, 2009;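 active means inhibition above the mean of all tested compounds plus 3 SD, set per screening campaign, cut at about 17% in these data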;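 further: 0% = plate median of test compound wells and 100% = 1 µM Z-Phe-Ala-diazomethylketone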
procasp7 counter = procaspase-7 activators, primary screen, counter-screen for procaspase-3 activator project, biochemical, absorbance, HTS, human | recombinant procaspase-7, Ac-DEVD-pNA absorbance 405 nm; D23A/D198A/D206A triple mutant, cannot self-cleave; scale: DMSO 0, 5 µM enzyme 100 | activation, % at 8.5 µM | 0.093% of 330,000 active;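 active means percent activation above the screen-wide mean plus 3 SD, cut at about 25% in these data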
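Test system: Procaspase-7 triple mutant (PC-7 D3A). Also added: Ac-DEVD-pNA substrate, 400 µM as added. Schedule: 1 h enzyme–compound preincubation and 2 h substrate reaction, both 25 °C. Signal: p-Nitroaniline absorbance at 405 nm, read at 0 and 120 min. Control set: low DMSO alone, high DMSO plus 5 µM PC-7.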
TPT1 inhibitor = Candida albicans TPT1 enzyme inhibitors, primary screen, biochemical, fluorescence polarization; tRNA 2'-phosphotransferase TPT1 (Candida albicans SC5314); inhibition, % at 5 µM; AID 1962, 2009; recombinant caTPT1, FP RNA substrate dephosphorylation; 0.81% of 300,000 active;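 active means inhibition above the mean of all tested compounds plus 3 SD, set per screening campaign, cut at about 24% in these data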;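 further: plate controls were DMSO alone for no effect and ferristatin control at 100 nM for full effect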
PAFAH2 inh = PAFAH2 enzyme inhibitors, primary screen, biochemical, fluorescence polarization, human. recombinant PAFAH2, FP-rhodamine activity probe. inhibition, % at 3.39 µM. 0.99% of 340,000 active. AID 492956, 2010;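 active means inhibition above the mean over all tested compounds plus 3 SD, cut at about 30% in these data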;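 further: inhibitors block probe labeling of enzyme so polarization drops; 0% = enzyme with DMSO and 100% = wells lacking PAFAH2 protein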
PP1 inh = PP1-alpha phosphatase inhibitors, primary screen, counter-screen for PP5 inhibitor project, biochemical, fluorescence, OMFP substrate, single point. 0.9% of 320,000 active. AID 2235, 2010. purified PP1alpha. inhibition, % at 6.7 µM;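 active means inhibition above the mean inhibition of all tested compounds plus 3 SD, computed separately for each screening campaign, cut at about 15% in these data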
Target sequence (P62136 whole entry, looked up): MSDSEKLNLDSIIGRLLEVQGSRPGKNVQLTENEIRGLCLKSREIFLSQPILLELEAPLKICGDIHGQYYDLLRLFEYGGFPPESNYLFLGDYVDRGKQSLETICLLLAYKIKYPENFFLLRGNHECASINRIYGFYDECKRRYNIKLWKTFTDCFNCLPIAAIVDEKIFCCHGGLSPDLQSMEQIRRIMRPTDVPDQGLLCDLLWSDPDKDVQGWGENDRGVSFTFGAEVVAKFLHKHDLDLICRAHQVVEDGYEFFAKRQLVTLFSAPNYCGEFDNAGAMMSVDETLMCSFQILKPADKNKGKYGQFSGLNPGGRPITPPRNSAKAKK
An asterisk follows results filed as active; . = no result given.

nr	SMILES	AHR activator	HCV core dimer	PP5 inh	procasp3 activ	CTSL1 counter	procasp7 counter	TPT1 inhibitor	PAFAH2 inh	PP1 inh
1	CCC(C(=O)Nc1c[nH]c(=O)[nH]c1=O)c1ccccc1 (stereo not drawn)	-1	-3	-0.6	0	-2	7	1	-2	-4
2	Cc1cc(C(=O)CN2C(=O)C(=O)N(Cc3ccccc3)C2=O)c(C)n1Cc1ccccc1	0	.	.	2	.	2	.	6	.
3	CC(Oc1ccc(C(C)(C)C)cc1)C(=O)NC1CC(C)(C)NC(C)(C)C1 (stereo not drawn)	-7	-17	-2.4	1	-3	6	2	11	0
4	CC(C)C[C@H](NC(=O)N1CC(=O)Nc2ccccc21)C(=O)N[C@@H](C(=O)O)c1ccccc1	1	4	1.1	-1	-5	5	0	-3	-2
5	COc1ccc(CCNC(=O)CC(C)S(=O)(=O)c2ccc3c(c2)NC(=O)CO3)cc1OC (stereo not drawn)	1	-13	3.3	4	-1	0	-7	12	2
6	CC(C)c1ccc(/C=C2\SC(=O)N(CC(=O)NCCCn3ccnc3)C2=O)cc1	2	3	-2.3	-6	2	12	0	6	11
7	Cc1c(Br)c([N+](=O)[O-])nn1CC(=O)Nc1sc2c(c1C(=O)OC(C)C)CCC(C)C2 (stereo not drawn)	1	-3	0.1	-7	-1	-3	-3	0	-2
8	O=C(Nc1ccc(OC(F)(F)F)cc1)c1cnccn1	-1	-6	-0.7	-4	7	-4	3	-1	-3

Next section:
nr	SMILES	AHR activator	HCV core dimer	PP5 inh	procasp3 activ	CTSL1 counter	procasp7 counter	TPT1 inhibitor	PAFAH2 inh	PP1 inh
9	COc1ccc(C2C(C(C)=O)=C(O)C(=O)N2CCc2c[nH]c3ccccc23)cc1OC (stereo not drawn)	2	-5	0.7	-3	-2	-5	-3	2	5
10	Cc1cccc(OCCCCCn2ccnc2)c1	9	-2	1.1	1	1	14	0	-7	5
11	Cc1ccn2cc(-c3cnoc3C)nc2c1	7	0	0.8	6	3	11	-2	4	0
12	CCOc1ccc(N(C(C)C(=O)N2CCCC2)S(C)(=O)=O)cc1 (stereo not drawn)	0	3	-1.0	2	-5	5	-1	6	0
13	COC(=O)c1ccc(OCC2c3cc(OC)c(OC)cc3CCN2C(=O)c2ccco2)cc1 (stereo not drawn)	6	4	2.5	3	-7	-8	3	-7	-3
14	CC(OC(=O)c1ccc(Cl)cc1O)C(=O)NCCC1=CCCCC1 (stereo not drawn)	3	.	.	9	.	3	.	-2	.
15	Cc1nc2cc(-c3ccccc3)sc2c(=O)n1N	-9	0	3.5	-2	3	2	2	-4	-1
16	Cc1ccc(-c2noc(CSc3nnc(-c4cccs4)n3C)n2)cc1	4	4	-3.0	-6	0	9	5	6	-3

Continuation.
nr	SMILES	AHR activator	HCV core dimer	PP5 inh	procasp3 activ	CTSL1 counter	procasp7 counter	TPT1 inhibitor	PAFAH2 inh	PP1 inh
17	O=C(Nc1cccnc1)c1ccc2nc(-c3ccccc3)c(-c3ccccc3)nc2c1	10	6	4.8	3	5	4	0	-5	1
18	O=C(c1ccc2c(c1)OCO2)C1CCCN(Cc2cc(F)ccc2-n2cccn2)C1 (stereo not drawn)	14	-1	-0.3	9	8	-2	-1	3	-4
19	O=C(NCCNC(=O)c1ccc(-c2ccc(Cl)c(Cl)c2)o1)c1cnccn1	10	0	1.7	-1	3	-5	2	-2	1
20	CCN=c1scc(-c2ccco2)n1/N=C/c1ccc(OC)c(O)c1	2	-11	3.1	-9	1	0	1	7	-4
21	N[C@@H](CO)c1nnc([C@H](CCC(=O)O)NC(=O)C2CCNCC2)o1	1	-11	0.8	-3	-7	-3	-2	-3	-5
22	COC(=O)COc1ccc(S(=O)(=O)Nc2ccc(C(N)=O)cc2)cc1Cl	1	0	1.8	2	-4	-9	0	4	-14
23	O=C(CN1C(=O)C(=O)N(CCC2=CCCCC2)C1=O)Nc1ccc(F)cc1F	-1	.	.	8	.	-1	.	5	.
24	C/C(=N\NC(=O)c1nc2ccccn2c1C)c1ccc2c(c1)OCO2	13	-2	1.7	-2	-1	7	0	4	-2

Going on with the list:
nr	SMILES	AHR activator	HCV core dimer	PP5 inh	procasp3 activ	CTSL1 counter	procasp7 counter	TPT1 inhibitor	PAFAH2 inh	PP1 inh
25	CC1CC2(C)CC(C)C1(COC(=O)Nc1ccccc1)CO2 (stereo not drawn)	2	3	1.9	1	0	-4	-2	1	-6
26	COc1cc2c(=O)n(Cc3ccco3)c(=O)n(CC(=O)c3cccc(Br)c3)c2cc1OC	10	47*	0.9	-2	3	-3	3	.	0
27	Cc1ccc(S(=O)(=O)NC(=O)c2cc(C)n(-c3cc(S(=O)(=O)N4CCOCC4)ccc3N3CCCC3)c2C)cc1	-2	33	-2.1	-1	1	4	-1	6	-1
28	COc1ccc(CSc2nc(C)cc(=O)[nH]2)cc1Br	0	-1	-0.4	1	0	2	-2	-2	1
29	CC1CC(C)(C)CC2(C1)NC(=O)N(CC(=O)Nc1cc([N+](=O)[O-])ccc1F)C2=O (stereo not drawn)	-1	.	1.5	10	.	4	.	2	-1
30	O=S(=O)(c1ccc(Br)s1)N1CCC(Cc2ccccc2)CC1	3	8	3.3	7	0	1	12	-2	-1
31	O=C1C=C(NCc2ccc(Cl)cc2)CC(c2ccco2)C1 (stereo not drawn)	4	18	1.7	7	2	7	2	11	1
32	CC12CCC(C(=O)NCc3ccc(F)cc3)(OC1=O)C2(C)C (stereo not drawn)	-1	-3	-0.8	0	-4	6	0	-8	5

Carrying on.
nr	SMILES	AHR activator	HCV core dimer	PP5 inh	procasp3 activ	CTSL1 counter	procasp7 counter	TPT1 inhibitor	PAFAH2 inh	PP1 inh
33	COCCNC(=O)C(c1ccncc1)N(C(=O)Cn1nnc2ccccc21)c1ccc(OC)cc1 (stereo not drawn)	0	-1	-1.4	-2	-2	-7	-1	6	-3
34	O=C(CCC1CCCN(C(=O)c2ccc3c(c2)OCCO3)C1)NCc1ccccc1F (stereo not drawn)	11	-3	0.7	-4	3	11	2	7	4
35	Cc1ccc(S(=O)(=O)N2CCN(C(=O)NCc3ccc(F)cc3)CC2)c(C)c1	-1	2	1.1	5	-2	5	3	0	0
36	CCCCn1c(N)c(N(CCOC)C(=O)c2cc(CC)c(C)s2)c(=O)[nH]c1=O	0	4	0.6	20	1	0	0	3	-1
37	O=C(CNC(=O)c1ccccc1O)N/N=C/c1cc(Br)ccc1OC(=O)/C=C/c1ccco1	10	26	-0.1	-3	-4	-11	2	.	3
38	CCCc1nnc(SCC(=O)Nc2ccc(OCC)cc2)n1N	2	-5	-2.2	4	-1	4	-7	-5	1
39	COc1ccccc1CN(C)C(=O)c1cccc(S(=O)(=O)N2CCc3ccccc3C2)c1	2	.	2.6	-6	.	14	.	2	0
40	O=C(Nc1ccccn1)c1ccc(NC(=O)c2ccco2)cc1	-4	-3	-0.1	7	1	0	-2	-2	-2

Further results follow.
nr	SMILES	AHR activator	HCV core dimer	PP5 inh	procasp3 activ	CTSL1 counter	procasp7 counter	TPT1 inhibitor	PAFAH2 inh	PP1 inh
41	COC(=O)COc1ccc(S(=O)(=O)NCc2cccnc2)cc1C	4	0	0.5	6	-7	-1	-3	1	-1
42	CCCN(CC(=O)Nc1ccccc1C)C(=O)c1cccc(S(=O)(=O)N2CCc3ccccc3C2)c1	9	2	1.8	6	1	-7	-2	-5	2
43	NC1=NC(=O)CC(C(=O)Nc2cccc3ccccc23)S1 (stereo not drawn)	4	2	1.3	4	5	0	-5	2	-1
44	COc1cc(OC)cc(C(=O)Nn2cc(C(=O)Nc3ccccc3F)c3ccccc3c2=O)c1	39	11	0.6	8	-2	14	2	1	1
45	CCOC(=O)c1cc(CC)sc1NC(=O)C(c1ccccc1)c1ccccc1	0	-1	1.7	-9	-4	-1	-4	4	1
46	COc1cc(/C=N/NC(=O)CC2(C)OCCO2)cc(Br)c1O	4	-9	3.4	8	4	11	-1	0	-3
47	CCOc1ccc(-c2nnc(SCC(=O)N3CCNC3=O)o2)cc1	5	.	3.4	5	.	-2	.	8	-3
48	O=C(O)Cc1ccc(NC(=O)C(c2ccccc2)c2ccccc2)cc1	12	5	-0.7	-2	-3	-14	3	4	-6

The results go on:
nr	SMILES	AHR activator	HCV core dimer	PP5 inh	procasp3 activ	CTSL1 counter	procasp7 counter	TPT1 inhibitor	PAFAH2 inh	PP1 inh
49	Cc1ccccc1C(=O)c1c[nH]c(C(=O)NCc2ccco2)c1	6	1	4.4	11	-1	10	0	-5	0
50	Cc1ccc(C(=O)OCC(=O)NC2CCCCC2)o1	2	29	1.6	-1	5	3	-1	68*	-2
51	COc1ccc(-n2c(-c3ccc(Cl)cc3)c[nH]c2=S)cc1	3	-13	2.5	-3	0	-5	-1	-4	4
52	O=C(CSc1nnc(-c2ccncc2)n1-c1ccccc1)NCC1CCCO1 (stereo not drawn)	0	.	1.7	10	.	9	.	7	-2
53	COc1ccc(/C=N/n2c(C3CCCCC3)n[nH]c2=S)c(OC)c1	12	10	6.3	-6	-2	-14	-4	3	-3

Single records, as listed above:
Entry for `Cc1ccccc1C(=O)c1c[nH]c(C(=O)NCc2ccco2)c1` → AHR activator: 6; HCV core dimer: 1; PP5 inh: 4.4; procasp3 activ: 11; CTSL1 counter: -1; procasp7 counter: 10; TPT1 inhibitor: 0; PAFAH2 inh: -5; PP1 inh: 0
Entry for `CCOC(=O)c1cc(CC)sc1NC(=O)C(c1ccccc1)c1ccccc1` → AHR activator: 0; HCV core dimer: -1; PP5 inh: 1.7; procasp3 activ: -9; CTSL1 counter: -4; procasp7 counter: -1; TPT1 inhibitor: -4; PAFAH2 inh: 4; PP1 inh: 1
Entry for `COC(=O)COc1ccc(S(=O)(=O)NCc2cccnc2)cc1C` → AHR activator: 4; HCV core dimer: 0; PP5 inh: 0.5; procasp3 activ: 6; CTSL1 counter: -7; procasp7 counter: -1; TPT1 inhibitor: -3; PAFAH2 inh: 1; PP1 inh: -1
